# Screening results deposited in PubChem by Sanford-Burnham Center for Chemical Genomics.
# MPTP block: inhibitors of mitochondrial permeability transition pore; inhibition, % at 10 µM; 360,000 tested, 1.4% active; isolated mouse mitochondria, Ca2+ swelling absorbance, 30 min;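 active = inhibition of 50% or more, scaled per plate between neutral and stimulator controls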;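 also: 0% = DMSO wells given calcium and 100% = 1 mM EGTA wells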
# PfGluPho inh: PfG6PD (Plasmodium falciparum) enzyme inhibition; PfGluPho enzyme, NADPH resazurin-diaphorase fluorescence; inhibition, % at 20 µM; 350,000 tested, 0.78% active; AID 504690;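 active = inhibition reaching at least a set limit at 20 µM in the primary screen, cut at about 59% in these data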;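 also: 0% = DMSO wells with substrate and 100% = DMSO wells lacking glucose-6-phosphate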
# SENP1 inh: SENP1 (human) catalytic domain inhibition; recombinant SENP1 catalytic domain, CyPet-SUMO1-YPet FRET cleavage; inhibition, % at 10 µM; 360,000 tested, 0.21% active;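 active = inhibition at least 30% at 10 µM, raw YFP signal under a set limit, fluorescence ratio 0.5 to 1.5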;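 also: 0% = enzyme with DMSO and 100% = no enzyme wells; some results filed as inactive read as strong as hits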
#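 System: Recombinant human SENP1 catalytic domain, His6-tagged | Incubation: Enzyme reaction for 50 min at room temperature, dark | Medium: Tris pH 8 with BME, BSA, NP40 and catalase | Also added: 25 nM SUMO1 FRET substrate | Compound: 10 µM single point, 0.5% DMSO | Measured by: FRET fluorescence in CFP and YFP emission channels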
# hIAP activ: increases human intestinal alkaline phosphatase activity; P09923; 330,000 tested, 0.16% active; purified human IAP, CDP-Star luminescence, 30 min; hits give high values; 1 = vehicle-only enzyme, 0 = enzyme-free background; activation factor at 10 µM; AID 2524;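 active = activation factor of the enzyme at least 2-fold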; also: the source names both 10 and 20 µM as test concentration; values of inactives mirror those of a sister screen read the other way
# Target sequence (P09923 whole entry, looked up): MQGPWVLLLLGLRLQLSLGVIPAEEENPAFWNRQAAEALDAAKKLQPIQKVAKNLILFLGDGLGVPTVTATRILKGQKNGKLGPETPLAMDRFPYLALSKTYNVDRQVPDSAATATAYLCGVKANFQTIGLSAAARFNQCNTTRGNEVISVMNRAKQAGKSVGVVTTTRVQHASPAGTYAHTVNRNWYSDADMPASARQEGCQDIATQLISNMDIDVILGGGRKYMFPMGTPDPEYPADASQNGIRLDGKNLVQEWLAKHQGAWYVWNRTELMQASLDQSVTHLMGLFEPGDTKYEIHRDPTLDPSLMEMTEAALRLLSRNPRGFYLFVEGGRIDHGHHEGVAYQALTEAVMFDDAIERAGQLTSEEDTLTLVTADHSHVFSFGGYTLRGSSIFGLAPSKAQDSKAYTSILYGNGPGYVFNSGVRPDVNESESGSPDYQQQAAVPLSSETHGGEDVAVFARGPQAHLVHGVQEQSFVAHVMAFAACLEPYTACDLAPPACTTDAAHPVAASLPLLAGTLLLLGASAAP
# SENP8 block: blocks human SENP8 cleavage of Nedd8 substrate; inhibition, % at 20 µM; AID 602440; Q96LD8; 360,000 tested, 0.64% active; recombinant SENP8, Nedd8 substrate fluorescence; in the data active = inhibition mostly above about 40%, no sharp cut-off; inactive = mostly below about 27%
# NR3A LBD binder: NR3A (human) ligand-binding domain modulation; NR3A LBD differential scanning fluorimetry, Tm shift; 0% = protein alone, 100% = glycine-bound protein; Tm shift relative to glycine control, % at 25 µM; 340,000 tested, 2.5% active;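 active = melting temperature shift of at least 10% of the positive control shift, at one fixed dose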
# ATG4B inh: ATG4B (human) cysteine protease inhibition; Q9Y4P1; ATG4B cleavage of LC3-PLA2, NBD-HPC fluorescence, 1 h; inhibition, % at 8.33 µM; 340,000 tested, 0.51% active; AID 504462; in the data active = inhibition above about 40%
# Target sequence (Q9Y4P1 whole entry, looked up): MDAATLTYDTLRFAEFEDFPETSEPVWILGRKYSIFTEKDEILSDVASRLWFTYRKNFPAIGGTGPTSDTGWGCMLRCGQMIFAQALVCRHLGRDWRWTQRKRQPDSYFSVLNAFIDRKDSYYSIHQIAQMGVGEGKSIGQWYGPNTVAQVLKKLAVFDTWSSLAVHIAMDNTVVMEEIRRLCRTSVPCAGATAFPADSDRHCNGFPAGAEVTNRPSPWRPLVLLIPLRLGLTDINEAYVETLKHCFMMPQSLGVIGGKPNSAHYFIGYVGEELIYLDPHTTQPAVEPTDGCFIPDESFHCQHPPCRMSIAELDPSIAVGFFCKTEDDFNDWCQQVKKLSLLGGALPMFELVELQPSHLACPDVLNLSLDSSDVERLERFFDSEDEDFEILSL
# SENP6 block: blocks the human protease SENP6 | Q9GZR1 | Recombinant SENP6 catalytic domain, aminoluciferin luminescence | inhibition, % at 10 µM | 330,000 tested, 1.8% active | AID 2599;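 active = inhibition above about 50% at the single tested dose, limit read from the data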;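 also: plate controls were DMSO wells with enzyme for no effect and DMSO wells lacking enzyme for full effect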
# Active calls of the source: *; · = not tested or not shown. Outcome played no part in choosing rows; overall some 6.7% were active at least once.
# Second line of a record – ATG4B inh, PfGluPho inh, SENP8 block, MPTP block, SENP1 inh, NR3A LBD binder, hIAP activ, SENP6 block
> Cc1ccc(C(=O)O)cc1NC(=O)CSc1nnc(-c2ccccc2F)n1C1CCCCC1
    -2.2, -19.7, 7.3, -0.5, 2.0, -2.5, 0.892, -17.2
> CCCCN(C)CCNC(=O)Cn1c(=O)sc2ccccc21
    1.6, 5.8, 9.5, 0.0, 2.1, -0.3, 1, -1.4
> CCOC(=O)c1cc2sccc2n1CC(=O)Nc1ccc2c(c1)OCCO2
    0.3, -0.9, 7.0, 0.9, -1.3, -0.3, 0.858, -24.7
> COc1ccc(C=O)cc1COc1ccc(Cl)cc1[N+](=O)[O-]
    5.9, -1.6, -1.4, -0.9, 2.8, 3.0, 0.913, -9.1
> CN(C(=O)COC(=O)c1ccc(F)c(S(=O)(=O)N2CCOCC2)c1)C1CCS(=O)(=O)C1 (configuration not stated)
    1.8, -3.8, 6.7, -1.7, 2.0, 2.6, 0.968, 11.2
> O=C(CCNC(=O)C1CCN(S(=O)(=O)c2ccc(F)cc2)CC1)NCc1ccc(F)cc1
    1.7, -2.8, 17.9, -2.7, 4.4, -2.2, 0.918, -10.0
> CCN1/C(=C2\C(=O)N(c3ccccc3)N=C2C)C=Cc2cc(C)ccc21
    3.0, -18.3, 18.5, -0.5, 2.4, -2.2, 0.956, -14.1
> COCCN(CCOC)S(=O)(=O)c1ccc(C(=O)Nc2ccc(S(=O)(=O)Nc3nccc(C)n3)cc2)cc1
    2.1, -15.0, 8.3, 1.6, -3.0, -1.0, 0.986, 11.9
> O=S(=O)(Nc1nc2ccccc2nc1Cl)c1ccc(F)cc1
    0.8, -21.5, -174.3, 2.2, 1.4, -1.0, 1.08, -13.1
> COc1ccc(NS(=O)(=O)c2ccc3c(c2)CCCN3C(C)=O)cc1
    0.5, -24.2, 12.0, -2.6, -1.4, 0.4, 1.02, 17.5
> c1ccc(C[C@H]2CNCCN2CC2CCCCC2)cc1
    -4.6, 1.6, 22.8, 4.7, 1.8, 0.5, 0.855, -7.0
> CCOC(=O)c1cnn(-c2ccccc2)c1NC(=O)c1ccccc1
    -1.7, -15.0, 11.3, -1.9, -0.5, 1.4, 1.39, 5.9
> Cc1ccc(S(=O)(=O)N(C)Cc2cc3cc(C)ccc3[nH]c2=O)cc1
    -0.1, 16.2, -115.0, -0.4, -1.1, 1.4, 1.03, 8.8
> O=Cc1ccc(OCc2cccc(C(F)(F)F)c2)cc1O
    56.6*, -2.0, -60.7, 3.8, -18.1, -10.8, 1.02, 9.6
> Cc1cc(NC(=O)c2ccccc2-c2ccccc2)ccc1Br
    10.8, 27.4, 16.2, 7.0, 3.5, -12.7, 0.892, -12.6
> COc1cc(-c2cc(-c3ccccc3)nc(SCC(=O)Nc3nccs3)c2C#N)cc(OC)c1OC
    5.0, -12.9, -408.5, 0.6, 8.0, -1.0, 0.991, -16.4
> Cc1ccc(Cl)cc1NC(=O)CCC(=O)Nc1cc(Cl)ccc1C
    -6.2, -3.2, 22.5, 0.2, -1.0, 1.1, 0.836, 9.4
> COc1ccc(NC(=O)CCS(=O)(=O)c2ccc(OC)cc2)cc1
    -4.0, -2.7, 28.4, -1.8, 1.2, 1.4, 1.14, -0.9
> CCn1ncc(CNC(=O)CCSc2nc(-c3ccco3)cc(C(F)(F)F)n2)c1C
    -3.0, 4.8, 1.8, -0.6, -2.1, -0.3, 1.14, -18.1
> O=C(NCCNCc1ccc(F)cc1)c1ccco1
    -5.3, 11.2, 2.9, 1.8, 0.0, -4.2, 1.09, -4.1
> Cc1ccc(-n2ncc3c(=O)n(CC(=O)NC4CCCCC4)cnc32)cc1C
    -7.7, -15.4, -5.5, 0.4, -0.9, -0.7, 1.05, -0.2
> Cc1cc(C)cc(-n2nnc(C(=O)NCc3ccccc3)c2N)c1
    -8.5, 0.4, 20.7, -0.2, -2.1, 1.2, 0.914, -3.2
> CCOc1ccc(-c2nnc(-c3ccccc3)o2)cc1
    8.3, 4.8, -131.3, -5.9, -0.7, -0.2, 1.15, 95.7*
> O=C(NCc1ccco1)C(c1ccc(F)cc1)N(CC1CCCO1)C(=O)Cn1nnc2ccccc21 (configuration not stated)
    -3.1, 14.9, 2.3, 0.0, -0.4, -5.1, 1.21, -7.8
> NC(=S)N/N=C/c1coc2cc(Br)ccc2c1=O
    0.0, 3.9, -2.7, 8.9, -7.5, -0.2, 0.999, 14.0
> CCC1S/C(=N/S(=O)(=O)c2ccc(N)cc2)NC1=O (configuration not stated)
    5.8, 12.3, 15.7, 0.0, 5.1, -0.9, ·, ·
> COc1ccc(OCc2cccc(C(=O)Nc3cc(C)on3)c2)cc1
    2.7, -8.9, 14.1, 2.7, -1.3, -3.1, 0.931, 18.3
> COC(=O)c1ccc(C23CC4(C2)[C@H](CN(Cc2ccc(-c5ccccc5)cc2)[C@@H]4c2ccccc2)C3c2ccc(C(F)(F)F)cc2)cc1 (some centres not stated)
    1.1, 7.1, ·, ·, ·, -9.9, 0.858, -2.3
> O=C(O)c1ccccc1C(=O)Nc1ccccn1
    -4.8, 6.0, 17.9, -1.2, 1.4, -0.5, 0.915, -16.8
> Oc1ccc(C2Nc3cccc4cccc(c34)N2)cc1
    -8.5, 48.0, 63.3*, 5.6, -9.4, 3.5, 1, 15.2
> O=C(/C=C/Nc1ccccc1)c1ccc(Oc2ncccn2)cc1
    -2.8, 1.2, -294.5, 1.3, -73.8, -3.1, 0.943, 76.2*
> COc1ccccc1C(=O)CSc1n[nH]c(N)n1
    -2.9, 11.3, 12.9, 1.3, -0.7, 1.6, 0.913, 2.1
> O=C(O)c1cc([N+](=O)[O-])ccc1NCc1ccccn1
    -2.3, 0.5, 5.8, -1.4, 0.4, 3.2, 0.885, 20.0
> Cc1c(CN2CCCC(CO)(Cc3cccc(Cl)c3)C2)cnn1C (configuration not stated)
    -9.5, -2.8, 10.7, -0.4, 1.2, -1.2, 1.06, 4.0
> CCN(C(C)=O)c1nc(CSc2nnc(NC(C)C)s2)cs1
    1.7, 9.5, 20.5, 2.7, 3.1, -0.3, 0.875, -23.3
> COC(=O)c1ccc(NC(=O)CSCc2ccccc2C)cc1
    1.4, 3.8, 11.1, 1.0, 1.3, -5.2, 0.885, -3.9
> CC1(C)CC(=O)C2=C(C1)Nc1nc(SCCN3CCOCC3)[nH]c(=O)c1C2c1cccs1 (configuration not stated)
    -3.3, 9.9, -172.0, -1.1, -2.5, 1.4, 0.814, -9.6
> Nc1nc(SCc2ccc3c(c2)OCO3)n[nH]1
    -6.5, 2.9, 27.8, 0.2, 2.1, -1.3, 0.992, -5.2
> CCNC(=O)COc1ccc(/C=N/NC(=O)c2cccnc2)cc1OC
    4.2, -6.6, -4.9, -0.2, 1.8, 0.5, 0.984, -3.8
> CN(CCO)c1c2c(nc3cc(-c4cccc(F)c4)nn13)CCCC2
    -14.8, 27.1, -99.4, 2.0, -1.9, -2.1, 1.05, -8.0
> O=[N+]([O-])c1cccc(S(=O)(=O)Nc2ccc3cn[nH]c3c2)c1
    -8.1, 11.2, -74.5, -0.7, -7.2, -3.6, 1, -19.4
> COc1cc(OC)c(/C=N/NC(=O)c2ccncc2)c(OC)c1
    -0.6, 2.3, -5.8, -0.2, -18.9, -0.2, 1.47, 4.5
> CN1CCC(OC(=O)c2ccco2)CC1
    5.8, -7.4, 9.7, 5.5, -0.2, -2.7, 0.808, -10.8
> O=C(c1cccc(-n2cnnn2)c1)N1CCOCC1
    3.5, -11.7, 5.0, -1.4, 1.2, 3.7, 0.992, 4.8
> O=C(c1cccc(OCc2ccccc2)c1)N1CCOCC1
    -2.1, -15.9, 15.6, 0.3, 0.7, -0.4, 1.16, -3.1
> Cc1cc(Cl)nc2ccc(Cc3ccc4nc(Cl)cc(C)c4c3)cc12
    -9.0, 6.8, -1.2, 6.6, 1.9, 7.8, 0.96, -14.0
> C[C@@H]1CN([C@H](C)CO)S(=O)(=O)c2ccc(Br)cc2O[C@H]1CN(C)C(=O)Cc1ccccn1
    ·, 3.9, -12.2, -0.5, -5.4, ·, ·, ·
> CC(=O)c1ccc(N2CCN(CC(O)COC(c3ccccc3)c3ccccc3C)CC2)cc1 (configuration not stated)
    -3.5, -5.2, -11.8, 1.4, -0.2, -1.0, 0.987, -17.2
> NC(=O)c1nc(-c2cccs2)nc2c1[nH]c(=O)n2-c1ccc(F)cc1
    -0.9, -3.6, -412.9, 2.1, 1.5, -0.2, 2.33*, -10.5
> COc1cc(C2C(C#N)=C(N)Oc3n[nH]c(-c4ccncc4)c32)cc(OC)c1OC (configuration not stated)
    4.5, -19.8, 21.9, 0.0, 1.6, -0.4, 1.07, -26.1
> Brc1ccccc1OCCCCCN1CCOCC1
    -7.2, -2.2, 12.1, 0.0, 0.5, -0.5, 1.13, -2.3
> CCCCCCCCN1[C@@H](CC(=O)OCC)c2cc(C(F)(F)F)ccc2S1(=O)=O
    -6.5, 8.6, 1.7, 2.8, -2.1, -3.2, 1.14, 3.8
> Cc1c(NC(=S)NC(=O)CSc2ccc(Cl)cc2)cccc1C(=O)O
    -5.1, -23.9, -0.6, 0.1, 3.2, 0.1, 0.976, 3.1
> CC(C)c1ccc(NC(=O)CCC(=O)NCc2ccco2)cc1
    -8.6, 6.3, 16.1, -0.9, -4.6, 0.1, 1.21, -27.6
> O=C(COC(=O)c1cccs1)c1ccc2ccccc2c1
    -5.8, 15.5, 0.0, 2.0, -0.2, -2.2, 1.02, 41.2
> COc1ccc(CNC(=O)O[C@@H]2C[C@H]3C(=O)N(c4ccccc4)C(=O)[C@H]3[C@@]3(CN(S(=O)(=O)c4ccc(C)cc4)C[C@H]3C)[C@@H]2O)cc1OC
    ·, 13.8, -33.7, 1.0, 1.3, ·, ·, ·
> COC(=O)c1c(-c2ccccc2)csc1N
    -9.2, 12.5, 11.4, 1.7, 0.7, -0.4, 0.988, 0.2
> O=S1(=O)CCC(NS(=O)(=O)c2ccc3ccccc3c2)C1 (configuration not stated)
    -5.8, 3.9, 5.7, 3.8, -0.7, 2.3, 1.08, 16.4
> O=S(=O)(Nc1cc(Cl)ccc1-n1cncn1)c1ccccc1Cl
    -11.0, 23.0, 19.8, 2.6, 2.3, -3.0, 0.98, -1.1
> COc1ccccc1N1CCN(C(=O)c2cccc(N3C(=O)NC4CC3(C)Oc3ccccc34)c2)CC1 (configuration not stated)
    -1.8, -3.4, 13.6, -1.2, 1.8, 6.0, 0.979, -19.7

# Carrying on.
# Second line of a record – ATG4B inh, PfGluPho inh, SENP8 block, MPTP block, SENP1 inh, NR3A LBD binder, hIAP activ, SENP6 block
> N#Cc1nc(COc2ccc(Cl)cc2Cl)oc1N1CCOCC1
    3.4, -4.8, 4.5, -7.3, 2.2, 1.3, 1.33, -6.6
> CC(C)(C)n1cnc2cc(NC(=O)c3ccc(Cl)cc3)ccc21
    3.6, 22.6, 21.5, 3.1, 0.5, -1.8, 0.999, -1.3
> CC(C)(C)NS(=O)(=O)c1ccc2nc(NC(=O)c3ccc(N4C(=O)CCC4=O)cc3)sc2c1
    -3.6, -0.5, -393.4, -1.0, -0.5, 0.5, 1.22, -0.9
> O=C(NCCNc1ccc([N+](=O)[O-])cc1)c1cccs1
    -6.5, -9.9, 18.8, 7.4, -2.2, 1.9, 0.979, 16.2
> C=C1CCN([C@H](C(=O)NCc2ccc(Cl)c(Cl)c2)C(C)C)S(=O)(=O)c2ccccc21
    4.5, -0.8, 18.1, 3.1, 1.0, -9.9, 1.09, -7.3
> OC12CCCCC1C(c1ccc3c(c1)OCO3)N(Cc1ccccc1F)CC2 (configuration not stated)
    3.1, -2.5, 6.5, -1.4, 1.1, 0.0, 0.885, 13.3
> O=C(O)c1cccc(-c2ccc(/C=N/NC(=O)c3cccnc3)o2)c1
    -7.1, -0.9, -271.8, 0.4, -6.4, -1.7, 1.05, 11.2
